Screening data: PubChem BioAssay, Sanford-Burnham Center for Chemical Genomics
MKP-3 inhibition = inhibition of rat DUSP6 enzyme activity – biochemical, in vitro, primary screen (AID 425). recombinant MKP-3 phosphatase activity, fluorescence; higher % means a stronger effect. inhibition, % at 20 µM; hits with a dose series show IC50 in µM. actives 0.17% (n = 110,000); in the data active means inhibition above about 50%;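 further: plate controls were vehicle for no effect and reference inhibitor for full effect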
Hsp70 displacement = small molecules displacing fluorescent ligand from Hsp70 – biochemical, fluorescence polarization, primary screen (AID 583); Hsp70 fluorescence polarization probe displacement, mP; higher % means a stronger effect; displacement, % at 20 µM; hits with a dose series show IC50 in µM; actives 0.06% (n = 140,000); in the data active means displacement above about 50%;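 further: plate controls were vehicle for no effect and reference ligand for full effect; a part of the inactive calls stands beside numbers as strong as those of hits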
An asterisk follows results filed as active; · = no result given; & = joins results of further samples. Only part of the results is shown, so the mix of outcomes need not match the whole.

| molecule | MKP-3 inhibition | Hsp70 displacement |
| --- | --- | --- |
| COc1cccc(NCCC(=O)c2cccc([N+](=O)[O-])c2)c1 | 2.7% | 5.1% |
| Cc1ccnc(N2C(=O)OC(C)(C)C2(C)O)c1 (stereo not drawn) | 1.8% | 1.8% |
| CCOC(=O)C1=C(C)NC2=C(C(=O)CCC2)C1c1ccc(Br)s1 (stereo not drawn) | -0.4% | 1.9% |
| COC(=O)c1c(NC(=O)c2ccc(OCC(C)C)cc2)sc2c1CCC2 | 5.7% | -2.2% |
| CCOCC(=O)Nc1ccc(-c2cn3cccnc3n2)cc1 | 9.8% | 3.2% |
| O=C(CCn1c(=O)sc2ccccc21)NCc1ccco1 | · | -4.3% |
| COc1ccccc1C1NC(=O)NC(C)=C1C(=O)OC1CCCCC1 (stereo not drawn) | 4.3% | -3.5% |
| CS(=O)(=O)N(CCc1ccccc1)CC(N)=O | -12.0% | -1.5% |
| Cc1ccc(S(=O)(=O)/N=C(/Nc2ccc(C)c(Cl)c2)Nc2nc(C)cc(C)n2)cc1 | 2.9% | -5.8% |
| CCCCOC(=O)Cn1c(=O)c2c(nc3n2CCCCN3c2ccc(C)cc2)n(C)c1=O | 2.3% | -1.3% |
| COc1ccc(N(CC(=O)NCc2cccs2)S(=O)(=O)c2cccnc2)cc1 | -6.8% | 2.2% |
| CCOc1ccc2nc3c(cc2c1)CN(CCOC)C(=NC)S3 | · | 2.3% |
| CC(C)COC(=O)NCC12C=CC(O1)C1C(=O)N(c3ccc(Cl)cc3)C(=O)C12 (stereo not drawn) | -4.6% | -0.6% |
| Cc1ccccc1NC(=S)NCCOc1ccccc1Cc1ccccc1 | -4.9% | 5.3% |
| CCOC(=O)Nc1ccc2c(c1)N(C(=O)N(C)C)c1ccccc1CC2 | -4.9% | 4.5% |
| CSc1nsc(SC)c1NC(=O)OCC1CCCO1 (stereo not drawn) | 4.8% | · |
| O=C(N/N=C\c1ccccn1)c1c[nH]c2ccccc12 | 6.5% | -0.9% |
| CCCCOc1cccc(NC(=O)CSc2nccn2C)c1 | -1.0% | 0.1% |
| Cc1ccc2c(c1)C(c1ccc(Cl)cc1Cl)CC(=O)N2 (stereo not drawn) | 0.4% | 2.0% |
| CC(CNC(=O)c1ccc(Br)cc1)CN(C)C (stereo not drawn) | -1.7% | -0.6% |
| CS(=O)(=O)c1ccc2nc(NC(=O)COc3ccc(Cl)cc3Cl)sc2c1 | 1.5% | 2.7% |
| O=C(O)c1ccc(/C=N/Nc2nncc(=O)[nH]2)cc1 | 2.4% | -2.9% |
| O=C(Nc1cc(Cl)cc(Cl)c1)c1cnn2cccnc12 | · | -4.9% |
| COc1ccc(CC(=O)NC2CCN(Cc3nnnn3C(C)(C)C)CC2)cc1OC | -13.3% | 1.6% |
| CCOc1ccc(NC(=O)CSc2nnc(C34CC5CC(CC(C5)C3)C4)n2C)cc1 | · | -1.7% |

3 entries out of the list above, ordered by the number in Hsp70 displacement, descending:
| molecule | MKP-3 inhibition | Hsp70 displacement |
| --- | --- | --- |
| COc1cccc(NCCC(=O)c2cccc([N+](=O)[O-])c2)c1 | 2.7% | 5.1% |
| O=C(N/N=C\c1ccccn1)c1c[nH]c2ccccc12 | 6.5% | -0.9% |
| O=C(O)c1ccc(/C=N/Nc2nncc(=O)[nH]2)cc1 | 2.4% | -2.9% |

Additional compounds.
| molecule | MKP-3 inhibition | Hsp70 displacement |
| --- | --- | --- |
| COc1ccc(OC)c(NC(=O)C2CCCN2C(=O)C2CCC(C)CC2)c1 (stereo not drawn) | -6.7% | 1.5% |
| Cn1c(=O)[nH]c(=O)c2c1nc(N1CCOCC1)n2CCCSc1ncccn1 | -1.0% | 8.5% |
| CC1CCCN(C(=O)CSc2nnc(-c3c[nH]c4ccccc34)o2)C1 (stereo not drawn) | -12.2% | -1.2% |
| C=CCn1c(NCc2ccc3c(c2)OCO3)nc2ccccc21 | 1.7% | 4.8% |
| CCOC(=O)c1c(N)sc2c1C1CCN2CC1 | -8.6% | -0.5% |
| O=C(N/N=C/c1cccc(Oc2ccc([N+](=O)[O-])cc2[N+](=O)[O-])c1)c1cncc(Br)c1 | · | -1.0% |
| CCOC(=O)NC(NC(=S)Nc1ccc(NC(C)=O)cc1)C(Cl)(Cl)Cl (stereo not drawn) | 2.3% | 3.8% |
| O=C(NC1CCCCCC1)C1CC(=O)N(Cc2ccccc2)C1 (stereo not drawn) | -5.7% | 5.5% |
| CC(=O)c1ccc(Nc2nc(NCCO)nc(OC(C(F)(F)F)C(F)(F)F)n2)cc1 | 2.8% | 5.3%&-5.6% |
| COc1ccccc1N(C(=O)NCc1ccccc1)C1=NCC(C)S1 (stereo not drawn) | -0.2% | -0.9% |
| CCc1ccc(S(=O)(=O)Nc2cc3c(C(=O)O)c(C)oc3c3ccccc23)cc1 | -1.4% | 4.8% |
| O=c1[nH]c2cc3c(cc2cc1C(c1nnnn1C1CCCC1)N1CCSCC1)OCCO3 (stereo not drawn) | -5.5% | 2.3% |
| O=C(c1ccco1)N1CCN(c2ccc([N+](=O)[O-])cc2Cl)CC1 | 3.3% | -4.8% |
| CCCc1cc(=O)oc2cc(OCC(=O)N(C)C)c(Cl)cc12 | -9.3% | 0.4% |
| COc1nc(OC)nc(N2CCC(C(=O)NCC3CCCCC3)CC2)n1 | -3.4% | -4.4% |
| CN(CCc1ccccn1)C(=O)CCNC(=O)Cn1cnc2ccccc2c1=O | -4.3% | 5.6% |
| O=c1[nH]c(CN(CCO)CCO)nc2c1C1(CCCCC1)Cc1ccccc1-2 | 1.0% | -0.8% |
| O=C(c1ccncc1)N1CCN(C(=O)c2cccc3ccccc23)CC1 | -8.0% | 2.2% |
| CCC(=O)Nc1ccc(NC(=O)CN2CCCC(C)C2)c(Cl)c1 (stereo not drawn) | -2.1% | -0.2% |
| CC1C2C(C)N(C)C(=O)N(C)C2N(C)C(=O)N1C (stereo not drawn) | -3.1% | 3.9% |
| COc1cccc(-c2nc3ccccc3c(=O)o2)c1 | · | -0.1% |
| CCS(=O)(=O)C(=CNc1ccccc1)S(=O)(=O)CC | -3.1% | 3.7% |
| CC12CCC(C(=O)Nc3ccccc3)(C/C1=N\O)C2(C)C (stereo not drawn) | · | -6.7% |
| CCN1CC=C2C(C1)C(c1ccc(Cl)s1)C(C#N)=C(N)C2(C#N)C#N (stereo not drawn) | -4.3% | 81.8% |
| CC1=C(C)C(=O)C(CCCCC#CCCCC#CCO)=C(C)C1=O | 24.9% | 9.6% |
| Cc1cc(N2C(=O)C3CC=CCC3C2=O)no1 (stereo not drawn) | · | 5.8% |
| Cc1cc2cc(CN(CCCO)S(=O)(=O)c3cccc4nsnc34)c(=O)[nH]c2cc1C | 1.1% | -3.2% |
| O=C(NCc1cccnc1)c1cccc2c1C(=O)N(C1CCCCC1)C2 | -9.3% | -0.2% |
| COc1cc(NC(=O)COc2ccc(Cl)cc2C)ccc1NC(=O)c1ccco1 | 5.0% | -8.0% |
| COc1ccccc1NC(=O)CC1S/C(=N\N=C(/C)c2ccc([N+](=O)[O-])cc2)NC1=O (stereo not drawn) | 1.7% | 3.8% |
| COc1ccc(C2C3C(=O)N(c4ccccc4)C(=O)C3ON2c2ccccc2C)cc1 (stereo not drawn) | -3.1% | 5.7% |
| O=C(CN(Cc1ccco1)C(=O)CNS(=O)(=O)c1ccccc1)NCc1ccccc1 | 1.7% | -3.8% |
| COc1ccccc1-n1c(SCC(=O)NC(C)(C)C)nc(O)cc1=O | -3.1% | 11.3% |
| CCOC(=O)c1nnc2cc(-c3ccccc3)nn2c1C | -14.7%&3.6% | 13.6%&-1.1% |
| CCOC(=O)N1CCN(S(=O)(=O)c2cc(Br)cc3c2N(C(C)=O)C(C)C3)CC1 (stereo not drawn) | -6.3% | 3.8% |
| O=C(Nc1ccccc1C(=O)NCCc1ccccc1)c1ccccc1Cl | -1.5% | -1.5% |
| CCCCCOC(=O)C1=C(C)NC(=O)NC1c1ccccc1OCC (stereo not drawn) | 12.4% | 3.0% |
| COc1ccc(-c2cc3nc(-c4ccccc4)cc(N4CCC5(CC4)OCCO5)n3n2)cc1 | -2.8% | 0.5% |
| O=C(/C=C/c1ccco1)Nc1ccc(NC(=O)c2ccco2)cc1 | 3.9% | -0.9% |
| CCOC(=O)C1CCN(C(=O)CSc2ccccc2)CC1 | -11.6% | 0.6% |
| COC(=O)c1ccc(NC(=O)c2cncc(Br)c2)cc1 | -0.2% | 3.9% |
| CCOc1ccc2nc(SCC(=O)Nc3cc(C)ccc3C)sc2c1 | 2.1% | 0.0% |
| COc1ccc(O)c(-c2cc(-c3ccc(F)cc3)n[nH]2)c1 | 0.7% | 1.3% |
| COc1ccc(C(=O)N2CCN(Cc3cccc(Oc4ccccc4)c3)CC2)cc1OC | 0.2% | 1.7% |
| O=P(c1ccc2c(c1)OCCO2)(N1CCOCC1)N1CCOCC1 | -6.0% | 4.9% |
| COC(=O)c1c(C)nn(-c2ccccc2)c1-n1cccc1 | · | -0.8% |
| O=c1c2ccccc2nc(/C=C/c2c[nH]c3ccccc23)n1-c1ccc([N+](=O)[O-])cc1 | 4.8% | -5.1% |
| O=C(C1CCCN(S(=O)(=O)c2cccc3nsnc23)C1)N1CC=C(c2ccccc2)CC1 (stereo not drawn) | -4.1% | -0.1% |
| CN(C(=O)CSc1nnc(NC2CCCCC2)s1)C1CCS(=O)(=O)C1 (stereo not drawn) | -4.0% | -1.3% |
| CCOC(=O)c1c(NC(=O)/C=C/c2ccc(OC)cc2)sc2c1CCCC2 | -1.7% | 2.8% |

Next section
| molecule | MKP-3 inhibition | Hsp70 displacement |
| --- | --- | --- |
| O=C(CSc1ncc(-c2ccc(F)cc2)n1Cc1ccco1)Nc1nccs1 | -10.6% | -2.8% |
| Cc1cc(Cl)cc(C)c1OCCCCN1CCOCC1 | -5.0% | -0.1% |
| CC1=NN(c2ccc(C)cc2)C(=O)C1C(c1ccccc1O)c1c(C)[nH]n(-c2ccc(C)cc2)c1=O (stereo not drawn) | -0.5% | 0.9% |
| CC(C)OC(=O)CSc1ncnc2c1cnn2-c1ccccc1 | -7.2% | -1.2% |
| O=C(c1ccccc1F)N1CCN(c2cccc(Cl)c2)CC1 | 0.0% | 2.3% |
| COc1ccc(C(=O)N2CCN(Cc3ccc(OC)c(Br)c3)CC2)cc1 | -0.6% | -0.1% |
| CCc1ccc(NC2=C(Cl)C(=O)N(c3ccc(C)cc3)C2=O)cc1 | -13.7% | -1.3% |
| c1ccc(-c2nc3c(ccc4ccccc43)[nH]2)nc1 | · | -7.8% |
| CC(=O)Nc1nc(CCC(C)C)cc2c1c(=O)oc1ccccc12 | 4.6% | 6.8% |
| CC(=O)NC1=NC(=O)/C(=C\c2ccc(I)o2)S1 | 47.3% | 8.1% |
| Cc1cccc(NC(=O)CCN2CCOCC2)c1 | -2.4% | 2.2% |
| Cc1cccc(/C(N)=N/OC(=O)c2cccc(I)c2)c1 | 2.2% | 0.7% |
| CCN1C=CC2=C(C#N)C(N)C(C#N)(C#N)C(c3ccccc3C(F)(F)F)C2C1 (stereo not drawn) | · | 12.0% |
| CCOc1nc(S(=O)(=O)c2ccc(C)cc2)c(Cl)s1 | -11.2% | -2.5% |
| [O-][n+]1onc2c1CCc1c-2nn(-c2ccccc2Cl)[n+]1[O-] | 5.9% | 0.4% |
| O=c1oc2ccccc2cc1-c1nc2ccccc2s1 | 0.2% | 5.5% |
| CC1(C)CC(=O)C(C=NCCN2CCN(CC(=O)Nc3ccccc3)CC2)=C(O)C1 | · | 2.4% |
| CC(=O)N1CCCc2cc(S(=O)(=O)NC(C(=O)NCc3ccc(C)cc3)C(C)C)ccc21 (stereo not drawn) | 0.0% | -7.0% |
| CCN(CC)CCNC(=O)Cn1nc(-c2ccccc2)c2ccccc2c1=O | -8.1% | -4.8% |
| O=C(CNS(=O)(=O)c1ccc(F)cc1)Nc1ccc(C(F)(F)F)cc1 | · | 11.3% |
| CC(=O)N1CCN(c2ccc(NCc3cccs3)cc2)CC1 | -4.7% | -1.1% |
| COc1cccc(C2N(c3cccc(Cl)c3)C(=O)C3CCCN32)c1 (stereo not drawn) | -11.7% | -7.0% |
| Cn1c(=O)c2c(nc(CN3CCC(Cc4ccccc4)CC3)n2CCN2CCOCC2)n(C)c1=O | -6.0% | 0.1% |
| Cc1ccc(C2(C)N(O)C(C)C(c3ccccc3)=[N+]2[O-])cc1 (stereo not drawn) | 1.8% | 3.9% |
| O=C(O)CCCCCNS(=O)(=O)c1ccc(Cl)cc1 | -13.6% | -1.2% |
| CSc1ccc(/C=C(/NC(=O)c2ccccc2)c2nc3ccccc3[nH]2)cc1 | 2.7% | 3.1% |
| COc1ccc(OC)c(NC(=O)CN(c2cccc(Cl)c2)S(=O)(=O)c2ccccc2)c1 | 0.6% | 2.1% |
| CCN1CCC(C(N)=O)CC1 | · | -4.1% |
| Cc1ccc(CNc2nc(N)c([N+](=O)[O-])c(Nc3ccc(F)cc3)n2)cc1 | · | -2.3% |
| CC1=C(C(N)=O)C(c2ccco2)C(C(N)=O)=C(C)N1 | -5.1% | 2.7% |
| O=C(Nc1nnc(COc2ccc(C3CCCCC3)cc2)s1)c1ccccc1 | 3.4% | -0.1% |
| COc1ccc(CC(=O)N=Nc2c(O)n(CN3CCN(C)CC3)c3ccccc23)cc1 | -3.8% | 0.6% |
| CC(=O)NC(Cc1c[nH]c2ccccc12)C(=O)OCC(=O)Nc1cc(C)on1 (stereo not drawn) | -5.7% | 2.8% |

Copied from the list.
Hsp70 displacement with O=C(NC1CCCCCC1)C1CC(=O)N(Cc2ccccc2)C1 (stereo not drawn) reads 5.5%
MKP-3 inhibition with O=C(Nc1nnc(COc2ccc(C3CCCCC3)cc2)s1)c1ccccc1 reads 3.4%
MKP-3 inhibition with CSc1nsc(SC)c1NC(=O)OCC1CCCO1 (stereo not drawn) reads 4.8%
Hsp70 displacement with O=C(CSc1ncc(-c2ccc(F)cc2)n1Cc1ccco1)Nc1nccs1 reads -2.8%
Hsp70 displacement with CCN1C=CC2=C(C#N)C(N)C(C#N)(C#N)C(c3ccccc3C(F)(F)F)C2C1 (stereo not drawn) reads 12.0%
